ERp5 inh: inhibitors of ERp5-driven insulin aggregation, primary screen, biochemical, turbidity, absorbance 650 nm, single point; Protein disulfide-isomerase A6 (Homo sapiens), Q15084; 90 min; inhibition, % at 9.99 µM; actives 0.05% (n = 350,000);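 active = mean replicate inhibition above about 25%, with every replicate also reaching it, limit read from the data, passing the limit was not always enough; inconclusive = only one of those two criteria met; inactive = neither criterion met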
ERAP1 inh: human ERAP1 aminopeptidase inhibitors, primary screen, biochemical, single point, plate reader; Endoplasmic reticulum aminopeptidase 1 (Homo sapiens), Q9NZ08; recombinant ERAP1, Leu-AMC fluorescence, 60 min; inhibition, % at 10.7 µM; actives 0.15% (n = 340,000); AID 652197, 2013;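 active = mean replicate inhibition of at least 30%, or all replicates individually reaching that 30% level; inactive = mean below 30% and not every replicate reaching it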;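 also: 0% = neutral control wells and 100% = L-leucinethiol positive control wells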
Target sequence (Q9NZ08 whole entry, looked up): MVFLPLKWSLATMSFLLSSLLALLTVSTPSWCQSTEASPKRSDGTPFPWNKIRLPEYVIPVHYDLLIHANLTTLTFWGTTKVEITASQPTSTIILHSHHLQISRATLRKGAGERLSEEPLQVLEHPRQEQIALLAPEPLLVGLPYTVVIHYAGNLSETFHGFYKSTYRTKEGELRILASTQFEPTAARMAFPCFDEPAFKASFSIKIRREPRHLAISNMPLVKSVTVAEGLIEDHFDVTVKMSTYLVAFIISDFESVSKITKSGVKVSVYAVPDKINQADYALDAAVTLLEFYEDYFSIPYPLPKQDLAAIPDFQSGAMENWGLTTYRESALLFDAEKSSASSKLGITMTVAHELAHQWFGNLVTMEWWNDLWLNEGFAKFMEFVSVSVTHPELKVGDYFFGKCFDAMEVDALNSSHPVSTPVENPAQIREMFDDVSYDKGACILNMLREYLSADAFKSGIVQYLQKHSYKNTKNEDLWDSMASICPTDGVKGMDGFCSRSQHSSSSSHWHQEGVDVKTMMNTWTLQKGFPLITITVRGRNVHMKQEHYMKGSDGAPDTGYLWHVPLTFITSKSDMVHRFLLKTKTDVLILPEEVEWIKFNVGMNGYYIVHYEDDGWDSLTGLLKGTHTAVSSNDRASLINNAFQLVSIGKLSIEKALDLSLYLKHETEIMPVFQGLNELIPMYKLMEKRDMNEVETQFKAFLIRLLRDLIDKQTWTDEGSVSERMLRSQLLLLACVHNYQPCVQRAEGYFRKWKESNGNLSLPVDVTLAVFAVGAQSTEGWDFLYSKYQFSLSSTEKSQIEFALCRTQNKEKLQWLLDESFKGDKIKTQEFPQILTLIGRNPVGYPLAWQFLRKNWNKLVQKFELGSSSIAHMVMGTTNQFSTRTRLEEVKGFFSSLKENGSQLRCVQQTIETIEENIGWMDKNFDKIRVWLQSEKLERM
RAD54 branch: inhibitors of human RAD54 branch migration, primary screen, biochemical, fluorescence, single point. DNA repair and recombination protein RAD54-like (Homo sapiens), Q92698. RAD54 Holliday junction branch migration, FAM/BHQ fluorescence. inhibition, % at 10.4 µM. actives 0.14% (n = 360,000). AID 602329, 2012;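 active = mean normalized replicate activity at least 40 and at least half of replicates scoring 40 or more; inconclusive = only one of the two criteria met; inactive = mean below 40 and under half of replicates reaching 40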;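 also: 0% = median of neutral control wells and 100% = median of positive control wells; inhibitors cause a drop in the FAM fluorescence signal; in these data hits start at about 50%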
S100A4 inh HTS: inhibitors of S100A4-myosin IIA peptide binding, primary screen, biochemical, fluorescence polarization, TAMRA-MyoIIA peptide; Protein S100-A4 (Homo sapiens), P26447; inhibition, % at 10.7 µM; actives 0.14% (n = 360,000); AID 652163, 2013;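 active = mean inhibition of at least 70% across replicates, with every replicate also reaching that level; inconclusive = mean inhibition reaches 70% but some replicates fall short; inactive = mean inhibition below 70%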
Target sequence (P26447 whole entry, looked up): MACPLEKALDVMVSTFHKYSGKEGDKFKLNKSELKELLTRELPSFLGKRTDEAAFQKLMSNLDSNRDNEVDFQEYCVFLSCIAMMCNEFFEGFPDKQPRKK
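Assay system: human S100A4 monomer with TAMRA-labelled myosin IIA peptide / Buffer or medium: Calcium-containing HEPES buffer, pH 7.2 / Reagent: TAMRA-labelled myosin IIA heavy-chain peptide probe, 5 nM / Compound: one dose per compound / Timing: polarization read 5 min after assay mix addition, stable 5–60 min / Benchmarks: neutral control DMSO, positive control TFP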
RAD52 anneal inh: RAD52 DNA annealing inhibitors, primary screen, biochemical, FRET, single point, set 2 | DNA repair protein RAD52 homolog (Homo sapiens), P43351 | recombinant RAD52 DNA annealing, FRET fluorescence | inhibition, % at 18.7 µM | actives 0.46% (n = 360,000) | AID 651710, 2012;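 active = every replicate showing at least 50% inhibition; inconclusive = mean inhibition at least 50% but not in every replicate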
esBAF inh: Bmi1 luciferase reporter increase in mESCs, primary screen, esBAF inhibitor project, mouse ES cells, Bmi1 luciferase knock-in, single point | 24 h; 100% = twice the neutral-well signal | reporter increase, % at 12.5 µM | actives 2% (n = 350,000); in the data active = activation above about 40%; inconclusive = no clear call, values can overlap the other calls;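 also: 0% = median of the plate's neutral control wells and 100% = double that signal; a rise in the Bmi1 reporter signal indicates esBAF inhibition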
E-selectin induc: E-selectin induction in HUVECs, primary screen, imaging, HUVEC, immunofluorescence imaging, single point. P16581. normalized: neutral wells 0, TNF-alpha wells 100. activation, % at 7.58 µM. actives 0.37% (n = 260,000). AID 686992, 2013;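 active = mean E-selectin-positive cell signal at least 10% of the positive control, reached in at least 60% of replicates, without over 20% cell loss; inconclusive = no rule given, readout overlaps actives, possibly toxicity-flagged; inactive = the rest, including those meeting only one limit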;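 also: in these data hits start at about 27%; measured in HUVEC primary endothelial cells; signal is the percent of cells scored E-selectin positive by PE staining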
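Test system: HUVEC | Signal: Immunofluorescence imaging | Read-out: Percent E-selectin-positive cells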
XiGFP reactiv: activators of inactive X chromosome reactivation, primary screen, imaging, XiGFP fibroblasts, GFP high-content imaging, set 2. XiGFP mouse fibroblasts, % GFP-positive cells imaging, 3 d; cells co-treated with 5-aza-dC sensitizer; scaled so ellipticine positive control = 100%. actives 0.055% (n = 360,000). activation, % at 7.58 µM;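 active = mean normalized replicate activation at least 10% and every replicate at or above 10%; inconclusive = only one of the two criteria met; inactive = mean below 10% and not all replicates reach 10%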;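 also: 0% = median of on-plate neutral control wells and 100% = ellipticine 6 µM median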
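System: SV40-immortalized XiGFP fibroblast cells, line 68-5-11 / Incubation: 3-day compound exposure, then 15 min fixation at room temperature / Compound: single concentration per compound, delivered by pin transfer / Buffer or medium: DMEM plus 5-aza-dC sensitizer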
An asterisk follows results filed as active; ? = inconclusive; / = not tested or not shown; & = joins results of further samples. This is a random part of the collection, and some 2.5% of all compounds hit somewhere here.

Structure,ERp5 inh,ERAP1 inh,RAD54 branch,S100A4 inh HTS,RAD52 anneal inh,esBAF inh,E-selectin induc,XiGFP reactiv
CNC[C@@H]1Oc2ccc(NS(=O)(=O)c3c(C)noc3C)cc2CC(=O)N([C@@H](C)CO)C[C@@H]1C,2,2,2,5,0,1,-0.1,0.0
COCC(=O)N(Cc1cc2ccc(C)cc2[nH]c1=O)c1ccc(C)cc1C,0,7,4,1,-12,-4,/,0.0
COc1ccc(CN2CCN(C(=O)Cn3nc(C(=O)O)c4ccccc4c3=O)CC2)cc1F,2,2,-7,3,-3,3,0.1,0.0
Cc1ccc(CNCc2ccc3c(c2)OCO3)cc1,0,-3,5,-6,-7,-3,2.9,0.0
N#C/C(=C\c1ccccn1)c1nc2ccccc2s1,0,0,-8,3,-229,33,/,0.2
Cc1ccc(C(=O)COC(=O)c2ccc(-c3cnc4ccccc4n3)cc2)cc1C,4,-2,-10,-5,-15,/,/,0.0
N#CC(C#N)=Cc1ccc(OC(=O)c2ccccn2)cc1,-1,2,/,-6,-7,/,/,0.0
COCc1cc(C)nc(SCc2ccc([N+](=O)[O-])cc2)c1C#N,2,-1,-8,-2,-13,4,-1.7,0.0
Cc1nn(-c2ccc(F)cc2)c(-n2cccc2)c1C(=O)N1CCN(C(=O)c2ccco2)CC1,-1,-1,-10,2,-10,-2,/,0.1
Cc1cc(C(=O)N/N=C2\CCCc3ccccc32)c(C)o1,2,-1,/,2,-4,/,-0.1,0.5
COc1cccc(CN(C)C(=O)c2ccccc2Sc2ccccc2C#N)c1,6,-4,4,-16,1,-3,0.1,0.1
Cc1ccc(-c2nc(CS(=O)(=O)CC(=O)N3CC(C)CC(C)C3)c(C)o2)cc1 (configuration not stated),-8,3,4,7,-23,-18,/,0.0

Further compounds follow.
Structure,ERp5 inh,ERAP1 inh,RAD54 branch,S100A4 inh HTS,RAD52 anneal inh,esBAF inh,E-selectin induc,XiGFP reactiv
CCc1cc(Cn2nc(C(=O)O)cc2-c2ccccc2)on1,-3,2,-9,8,-12,-6,0.0,-0.2
CC(Sc1nc2ncc(Cl)cc2[nH]1)C(=O)c1c(N)n(C)c(=O)n(C)c1=O (configuration not stated),0,-5,3,1,-39,/,/,0.3
Cn1c(CC(=O)Nc2ccc(Cl)c(Cl)c2)nnc1SCC(=O)N1CCN(c2ccccc2)CC1,0,0,5,-13,-25,-3,/,/
Cc1cc(Cl)c2oc(C(=O)N(C)Cc3nccn3C)c(C)c2c1,-10,1,3,-19,-13,30,/,0.3
O=C1Nc2ccccc2C1=Nc1cccc([N+](=O)[O-])c1,1,0,/,-4,-4,/,1.6,0.2
O=C(Nc1cccc(OC(F)(F)F)c1)C1Cc2c(-c3ccc4c(c3)OCO4)ccnc2O1 (configuration not stated),4,0,6,-3,-18,-4,-0.1,0.2
CC1=C(C(=O)Nc2ccccc2)C(c2ccco2)C(C#N)=C(SCC(N)=O)N1 (configuration not stated),0,7,7,6,-4,-5,/,/
CCOC(=O)N1CCc2c(sc(NC(=O)c3ccc(S(=O)(=O)N4CCCC4)cc3)c2C#N)C1,-4,31*,-16,-17,-155,-3,/,0.3
CC(NC(=O)c1cccnc1)C(c1cccs1)N1CCN(C)CC1 (configuration not stated),-3,4,-13,1,2,0,0.3,0.0
Cc1ccc2nc3c(cc(C(=O)NCc4ccco4)c(=N)n3Cc3ccco3)c(=O)n2c1,0,-4,2,3,-38,-3,/,0.2
CC(C)CCn1c(=O)c2ccccc2n2c(=S)[nH]nc12,0,0,-2,-8,-4,4,?,0.3
CCCNC(=O)N1[C@@H](CO)[C@@H]2c3ccccc3N(C(=O)NC(C)C)C[C@@H]21,2,2,0,12,1,-9,0.0,0.0

At a glance, some entries already given.
Structure,ERp5 inh,ERAP1 inh,RAD54 branch,S100A4 inh HTS,RAD52 anneal inh,esBAF inh,E-selectin induc,XiGFP reactiv
CCc1cc(Cn2nc(C(=O)O)cc2-c2ccccc2)on1,-3,2,-9,8,-12,-6,0.0,-0.2
CC(Sc1nc2ncc(Cl)cc2[nH]1)C(=O)c1c(N)n(C)c(=O)n(C)c1=O (configuration not stated),0,-5,3,1,-39,/,/,0.3

The results go on.
Structure,ERp5 inh,ERAP1 inh,RAD54 branch,S100A4 inh HTS,RAD52 anneal inh,esBAF inh,E-selectin induc,XiGFP reactiv
C[C@H](CO)N1C[C@H](C)[C@@H](CN(C)C(=O)Cc2ccccc2)Oc2ncc(-c3ccc(F)cc3)cc2C1=O,-2,1,5,-49,27,-1,0.2,-0.3
COc1ccc(CCNC(=O)CSc2ccsc2[N+](=O)[O-])c(OC)c1,8,1,1,0,-12,/,/,0.1
C[C@H](CO)N1C[C@H](C)[C@@H](CN(C)Cc2ccc3c(c2)OCO3)Oc2ccc(NS(=O)(=O)c3cn(C)cn3)cc2CC1=O,/,/,-3,/,/,-2,-0.1,0.3
CN(C)c1cc2c(cc1NC(=O)c1ccccc1Cl)n(C)c(=O)n2C,1,-5,3,-4,-33,0,/,0.0
CSc1ccc(CN2CCC(C)(Oc3ccc(F)cc3)C2)cc1 (configuration not stated),3,-1,3,-3,-18,0,0.0,0.1
N#Cc1cccc(CSc2ncnc(N)n2)c1,-1,0,5,-7,-10,2,-0.1,0.0
Cc1c(C)c2ccc(OC(C)C(=O)NCCCn3ccnc3)c(C)c2oc1=O (configuration not stated),-4,-3,2,6,-11,-2,/,0.2
O=C(Nc1ccc(Cl)cn1)c1cccc(S(=O)(=O)N2CCCC2)c1,1,-1,0,-4,-5,15,-0.3,0.4
C[C@H]1CN([C@@H](C)CO)C(=O)c2cc(C3=CCCC3)cnc2O[C@@H]1CN(C)C(=O)Nc1ccc(C(F)(F)F)cc1,6,-1,-3,-3,4,1,0.0,0.2
COc1ccc(CN(C)C(=O)Cc2ccc(OC)c(S(=O)(=O)N3CCOCC3)c2)cc1,0,-3,-5,1,1,-6,0.0,0.1
Cc1ccc2nc(-c3ccc(NC(=O)c4cccnc4)cc3)oc2c1,4,3,/,-1,-42,/,/,-0.7
c1cncc(C2OCC3(CO2)COC(c2cccnc2)OC3)c1 (configuration not stated),3,-2,/,-4,-4,/,/,0.0

Profiles, looked up by structure. Screens in order: ERp5 inh | ERAP1 inh | RAD54 branch | S100A4 inh HTS | RAD52 anneal inh | esBAF inh | E-selectin induc | XiGFP reactiv
CSc1ccc(CN2CCC(C)(Oc3ccc(F)cc3)C2)cc1 (configuration not stated) is entered as 3 | -1 | 3 | -3 | -18 | 0 | 0.0 | 0.1
COc1ccc(CN(C)C(=O)Cc2ccc(OC)c(S(=O)(=O)N3CCOCC3)c2)cc1 is entered as 0 | -3 | -5 | 1 | 1 | -6 | 0.0 | 0.1
COc1ccc(CCNC(=O)CSc2ccsc2[N+](=O)[O-])c(OC)c1 is entered as 8 | 1 | 1 | 0 | -12 | / | / | 0.1
Cc1ccc2nc(-c3ccc(NC(=O)c4cccnc4)cc3)oc2c1 is entered as 4 | 3 | / | -1 | -42 | / | / | -0.7

(continued)
Structure,ERp5 inh,ERAP1 inh,RAD54 branch,S100A4 inh HTS,RAD52 anneal inh,esBAF inh,E-selectin induc,XiGFP reactiv
O=C(C[C@@H]1CC[C@@H]2[C@H](COC[C@H](O)CN2C(=O)Nc2cccc(Cl)c2)O1)N1CCCCC1,5,-19,-3,4,4,2,-0.1,0.2
Nc1ncnc2c1ncn2[C@@H]1O[C@H](CNC(=O)[C@@H]2CCN2)[C@@H](O)[C@H]1O,1,7,1,-1,-23,-4,-0.4,-0.1
C[C@@H]1CN([C@H](C)CO)C(=O)c2cccc(NC(=O)c3ccc(-c4nccs4)cc3)c2O[C@@H]1CN(C)CC1CCCCC1,-6,-1,6,5,-10,2,-0.2,0.1
CCOC(=O)C(C)Sc1nc(=O)n2cc(C)ccc2n1 (configuration not stated),-5,-1,/,5,0,/,/,0.0
Cc1ccc(S(=O)(=O)N(C)C[C@@H]2Oc3ccc(NC(=O)CCCCCC(=O)Nc4ccccc4N)cc3C(=O)N([C@@H](C)CO)C[C@@H]2C)cc1,-1,-2,/,5,-24,/,-0.6,-0.8
COCc1ccc(C(=O)N2CCCC(N3CCN(c4ccccc4C)CC3)C2)s1 (configuration not stated),5,-3,3,-31,-5,1,/,0.1
O=C1C=C(NCCOC23CC4CC(CC(C4)C2)C3)C2(CCCCC2)O1,-26,0,/,16,-9,/,-2.8,0.0
Cc1occc1C(=O)NCc1ccccc1F,-1,-2,4,-4,-33,-5,/,/
Cc1ccc(C)c(NC(=O)COC(=O)CSc2ccccc2)c1,6,-2,4,0,-6,-4,/,0.0
CCC(=O)N(C)C[C@@H]1Oc2cc(C#C[C@@H](C)O)ccc2S(=O)(=O)N([C@H](C)CO)C[C@H]1C,2,-1,-5,12,0,3,0.4,0.1
CCCCNS(=O)(=O)c1ccc(NC(=O)c2cccs2)cc1,-3,5,-3,-5,-18,-41,0.8,0.0
C[C@H]1CN([C@@H](C)CO)C(=O)c2cc(NS(=O)(=O)c3ccc(Cl)cc3)ccc2O[C@H]1CN(C)Cc1ccccc1,-5,0,-5,-2,-1,1,/,-0.7

Other records follow:
Structure,ERp5 inh,ERAP1 inh,RAD54 branch,S100A4 inh HTS,RAD52 anneal inh,esBAF inh,E-selectin induc,XiGFP reactiv
COC(=O)[C@@]12CCCN1[C@H](c1ccc(-c3ccc(OC)cc3)c(OC)c1)[C@@H]1C(=O)N(C)C(=O)[C@@H]12,5,1,-3,-8,-78,4,0.2,0.1
O=C(CSc1nnc(-c2cccnc2)o1)NNC(=O)c1ccc(Br)cc1,-5,/,/,-2,-11,-11,0.1,/
COc1ccccc1-c1cnc2c(c1)C(=O)N([C@@H](C)CO)C[C@@H](C)[C@H](CN(C)Cc1cncnc1)O2,0,1,4,1,-1,4,0.1,-0.8
CN(C[C@H]1[C@@H](c2ccccc2)[C@@H](CO)N1C(=O)C1CCC1)C(=O)c1ccncc1,3,1,/,8,-10,/,0.0,-0.1
CN(C)CC(=O)Nc1ccc2c(c1)[C@H]1C[C@H](CC(=O)NCc3ccc4c(c3)OCO4)O[C@H](CO)[C@H]1O2,2&7,2&-3,4&6,0&3,-5&-5,-5&3,0.1,0.3
COc1ccc(/C=N/n2c(C3CCCCC3)n[nH]c2=S)c(OC)c1,6,1,-1,-11,-14,1,0.5,0.0
COCCn1c(C)cc(/C=C2/NC(=O)N(Cc3ccc(C)cc3)C2=O)c1C,3,3,/,-5,-1,10,0.3,0.0
Cc1noc(C)c1COc1ccccc1C(=O)NNC(=O)c1ccccc1F,3,0,-12,-6,-8,8,0.1,0.3
COC(=O)Nc1ccc(S(=O)(=O)NC2CCS(=O)(=O)C2)cc1 (configuration not stated),7,-4,-9,0,-8,/,-0.1,1.7
